# Compound activity deposited in PubChem by National Center for Advancing Translational Sciences (NCATS).
# Sm TGR block – blocks Schistosoma mansoni thioredoxin glutathione reductase. Potency, µM (series often up to 114 µM), inactives show at the top dose activity change, negative = inhibition, most hits filed as inhibitors. purified TGR, DTNB reduction, TNB absorbance 405 nm. AID 485364. 3% of 360,000 active. Q962Y6; active = well fitted inhibition curve with a large enough effect; inconclusive = small, poorly fitted or top-dose-only effect; inactive = no such curve, though single readings can be large or run the other way; note: nearly all actives have a fitted effect of over 60% in size
#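 TGR 20 nM + NADPH 100 uM (dispensed conc.), cpd preinc 15 min RT; start with NADPH (500 uM addition) then DTNB (15 mM addition). Kinetic TNB absorbance, 405 nm filter. Four-parameter Hill fit across titration.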
# Active calls of the source: *; u = inconclusive. % is set by controls: 0 for no effect and ±100 for the full control effect; potency is the fitted concentration of half-maximal effect. A portion of the library; the hit share may differ from the screen's.
no.	SMILES	Sm TGR block
1	COc1cc(-c2nc(Cn3nnc(C(=O)Nc4cccc(Cl)c4)c3C)c(C)o2)cc(OC)c1OC	-0.9%
2	Cc1ccc(NC(=O)CN2C(=O)c3cccnc3Oc3ccc(Cl)cc32)cc1	-5.2%
3	CCc1ccc(NC(=O)CC2C(=O)N(c3ccc(OC)cc3)C(=O)N2Cc2cccs2)cc1 (stereo unspecified)	0.9%
4	Cn1c(=O)c2c(c3ccccc31)OC(=O)CC2c1cccc(F)c1 (stereo unspecified)	-4.5%
5	COc1ccccc1CNC(=O)CCC1N=C2c3ccccc3N=C(SCc3ccccc3Cl)N2C1=O (stereo unspecified)	15.2%
6	COc1cccc(CNC(=O)C(C)n2ncn3cccc3c2=O)c1OC (stereo unspecified)	-110.8%
7	Cc1nc2ccn(Cc3ccco3)c(=O)c2cc1C(=O)Nc1ccc(F)cc1	u
8	O=C(Nc1ccc(F)cc1)Nc1ccc2snnc2c1	-8.1%

# Later entries:
no.	SMILES	Sm TGR block
9	CCOc1ccc(OCC)c(NC(=O)C(NS(=O)(=O)c2cccs2)c2ccccc2)c1 (stereo unspecified)	4.5%
10	CCN(C(=O)CSc1nc2ccccc2n1CC(=O)N(C)C1CCCCC1)c1ccccc1	-1.4%
11	CC(=O)Nc1ccc(NC(=O)CCS(=O)(=O)c2ccc3c(c2)CC(=O)N3C)cc1	14.0%
12	Fc1ccc(-c2csc(=Nc3cccc(C(F)(F)F)c3)n2Cc2ccc3c(c2)OCO3)cc1	7.6%
13	CC1=C(C(=O)OC2CCCCCC2)C(c2ccccc2Cl)CC(=O)N1 (stereo unspecified)	-6.6%
14	COc1ccc(N2CCN(C(=O)C3CCN(S(=O)(=O)c4cnc[nH]4)CC3)CC2)cc1	-1.8%
15	CCn1c(=O)cc(SCC(=O)NCCc2ccc(Cl)cc2)c2ccccc21	-13.1%
16	Cn1c(=O)c(=O)n(C)c2cc(C(=O)NCc3ccccc3Cl)ccc21	-4.5%

# Following part
no.	SMILES	Sm TGR block
17	O=S(=O)(c1ccccc1)n1nc(-c2ccco2)nc1NCc1ccccc1	-20.0%
18	O=C(CSCc1ccccc1Cl)N1CCN(c2ccc(F)cc2)CC1	-4.7%
19	CCC(=O)N1CCc2cc(Br)cc(S(=O)(=O)CCC(=O)NCCc3ccc(OC)c(OC)c3)c21	7.2%
20	Cc1ccc(N2CCN(C(=O)CCS(=O)(=O)c3cc4c(cc3Cl)NC(=O)CO4)CC2)c(C)c1	-9.5%
21	Cc1ccc(OCC(=O)Nc2ccc(-c3nc4ccccc4o3)cc2)c(C)c1	9.2%
22	CCOc1ccccc1NC(=O)c1c(NCc2sccc2C)sc2c1CCCCC2	39.8µM*
23	Cc1cc(=O)n2c(C(=O)Nc3ccc(Br)cc3)c(C(=O)Nc3ccccc3)sc2n1	-8.5%
24	O=C(CCSCc1ccccc1Cl)NCCc1ccccc1	1.6%

# Other records follow:
no.	SMILES	Sm TGR block
25	O=C(NCc1ccccn1)c1nn(-c2ccccc2Cl)nc1CO	0.5%
26	COc1ccc(N2CCN(S(=O)(=O)c3cc(Br)cc4c3N(C(=O)C3CC3)CC4)CC2)cc1	-10.9%
27	COc1ccc(-c2cn3nc(N4CCCC(C(=O)NCCCOC(C)C)C4)sc3n2)cc1 (stereo unspecified)	-0.6%
28	Cc1ccc(Cl)cc1NC(=O)CCCn1c(=O)c2cccn2c2ccccc21	u
29	COc1cc2nc(NCCc3ccc(Cl)cc3)n3nc(-c4ccccc4)nc3c2cc1OC	0.7%
30	Cc1ccc(CNC(=O)NC2COc3ccccc3C2)cc1 (stereo unspecified)	7.9%
31	CCOc1ccc(NS(=O)(=O)c2ccc3[nH]cc(C(=O)NCCc4ccccc4)c(=O)c3c2)cc1	5.0%
32	Cc1ccc(Cl)cc1N1CCN(C(=O)c2cn(C)c3ccc(S(=O)(=O)N4CCCCC4)cc3c2=O)CC1	0.9%

# Other results
no.	SMILES	Sm TGR block
33	CC(=O)c1ccc(N2CCN(C(=O)c3cc4ccc5cccnc5c4[nH]3)CC2)cc1	-10.9%
34	Clc1ccc2nc(-c3cccs3)c(Nc3ccc4c(c3)OCCO4)n2c1	-1.0%
35	Cc1nn(-c2ccccc2)c2nc(C3CC3)cc(C(=O)Nc3ccccc3F)c12	9.5%
36	Cc1cccc(-c2nc(SCc3cc(=O)c4cccc(F)c4[nH]3)n[nH]2)c1	-0.1%
37	COc1ccc(C(=O)NCC(c2ccco2)S(=O)(=O)c2cccs2)cc1 (stereo unspecified)	8.91µM*
38	CCC(=O)NCC(c1ccc2c(c1)OCO2)N1CCN(c2ccccc2)CC1 (stereo unspecified)	6.4%
39	O=C(NCc1ccccc1Cl)C1CCCN(C(=O)c2cnn(-c3ccccc3)c2-n2cccc2)C1 (stereo unspecified)	-10.3%
40	CCOc1ccc(-n2c(SCC(=O)N3CCCC3)nc3c([nH]c4ccccc43)c2=O)cc1	6.1%

# (listing goes on)
no.	SMILES	Sm TGR block
41	COc1cc(NC(=O)CC2C(=O)N(c3cccc(C)c3)C(=O)N2Cc2cccs2)cc(OC)c1 (stereo unspecified)	-32.3%
42	COc1ccc(NC(=O)Cn2cc(C(=O)c3ccccc3OC)c(=O)c3ccc(C)nc32)cc1OC	-7.0%
43	CCOC(=O)c1c(NC(=O)c2ccc(Br)cc2)sc2c1CCCC2	0.9%
44	O=C(Nc1ccccc1Cl)c1cc(S(=O)(=O)N2CCC3(CC2)OCCO3)ccc1F	5.9%
45	O=C(CCCc1nc(-c2ccco2)no1)Nc1ccccc1[N+](=O)[O-]	-0.2%
46	CC(=O)N1CCN(c2csc3ccc(F)cc3c2=O)CC1	89.1µM*
47	O=C(Nc1ccc2c(c1)OCO2)c1cc(-c2ccc(Cl)cc2)on1	6.8%
48	COC(=O)c1ccc2c(=O)n3nc(Nc4ccc(F)cc4F)sc3nc2c1	4.9%

# Carrying on.
no.	SMILES	Sm TGR block
49	O=C(Cc1ccccc1F)N1CCC(c2nc3c(nnn3Cc3ccc(F)cc3)c(=O)[nH]2)CC1	0.5%
50	CCCCN(CC)CCCNC(=O)c1nn(C)c2c1CSc1ccccc1-2	-0.3%
51	Clc1ccc(-c2nnn3c2nc(N2CCCCC2)c2ccccc23)cc1	-2.0%
52	COc1cccc(CNC(=O)Cn2c(=O)cc(C(F)(F)F)c3c(C)nn(C)c32)c1OC	0.3%
53	CCCOc1ccc(C2c3c(-c4ccccc4O)n[nH]c3C(=O)N2Cc2ccncc2)cc1OCC (stereo unspecified)	0.9%
54	CC1(C)O[C@H]2[C@@H](O1)[C@@H](C(=O)Nc1cc(F)ccc1F)O[C@@H]1OC(C)(C)O[C@@H]12	-4.3%
55	COc1c(C)cccc1C(=O)Nc1ccc(Cl)c(-c2nc3cc(C)ccc3o2)c1	3.2%
56	CC1=C(C(N)=O)C(c2cccc(C)c2)n2nc(-c3cccc(C)c3)nc2N1 (stereo unspecified)	-1.7%

# (more compounds)
no.	SMILES	Sm TGR block
57	O=C(Cc1ccc(F)cc1)NCCc1csc2nc(-c3ccc(Cl)cc3)nn12	-1.3%
58	CCC1CN(C(=O)N2CCC(C(=O)NCCc3ccccc3C)CC2)c2ccccc2O1 (stereo unspecified)	-8.0%
59	Cc1cccc(C)c1OCc1nc2c3c(-c4ccccc4)c(-c4ccccc4)oc3ncn2n1	7.5%
60	Cc1c(C(=O)OC2CCCCCC2)[nH]c2c1C(=O)CC(c1ccc(Cl)cc1)C2 (stereo unspecified)	7.9%
61	Cc1c(C(=O)NCc2ccccc2Br)oc2c1-c1[nH]ncc1CC2	1.1%
62	CCc1ccc(NS(=O)(=O)c2ccc3[nH]cc(C(=O)N4CCCCCC4)c(=O)c3c2)cc1	-17.4%
63	CCCCn1c(=O)c2oc3ccccc3c2n(CC(=O)Nc2ccc(CC)cc2)c1=O	0.5%
64	Cc1ccc2nc(NC(=O)CSc3nccn3Cc3ccccc3)sc2c1	0.0%

# (more compounds)
no.	SMILES	Sm TGR block
65	O=C(c1cn(CCOc2ccccc2F)c2ccccc12)C1CCCCC1	1.9%
66	CCn1cc(C(=O)N2CCN(c3ccccc3)CC2)c(=O)c2cc(S(=O)(=O)N3CCCC3)ccc21	-2.2%
67	O=C(Cn1c(=O)nc(-c2ccccc2)c2cc(Cl)ccc21)Nc1ccc(F)c(Cl)c1	1.5%
68	Cc1ccc(NC(=O)Cn2c(=O)ccc3cc(S(=O)(=O)N4CCC(C)CC4)ccc32)cc1C	-0.5%
69	Cc1ccc(NC(=O)c2sc3nc(-c4ccc(F)cc4)cn3c2C)c(C)c1	2.3%
70	C=Cc1ccc(Cn2c(C(=O)O)c(CNC3CCCCC3)c3ccc(C)cc32)cc1	-3.1%
71	COc1cccc(CNC(=O)c2ccc(CSc3nc4ccncc4n3Cc3cccc(C)c3)cc2)c1	5.1%
72	COc1ccc(CCNC(=O)c2cc(-c3ccc(Cl)cc3)on2)cc1OC	-0.2%

# Next results
no.	SMILES	Sm TGR block
73	CCOc1ccc(-n2c(SCC(=O)N3CCc4ccccc43)nc3c([nH]c4ccccc43)c2=O)cc1	7.9%
74	CN(Cc1ccccc1)c1nc2c(S(=O)(=O)c3ccccc3)nnn2c2ccsc12	9.8%
75	COC(=O)c1ccccc1NC(=O)CCn1nc(C)c2c(C)n(-c3ccccc3)nc2c1=O	2.6%
76	Cc1noc(-c2ccc(-c3noc(-c4ccc([N+](=O)[O-])c(C)c4)n3)cc2)n1	-1.8%
77	CCCCNC(=O)c1cc2n(n1)CCCN(Cc1ccc(C)cc1)C2=O	5.0%
78	O=C(CN1C(=O)COc2ccc(S(=O)(=O)N3CCCCC3)cc21)NCCc1ccc(Cl)cc1	-3.2%
79	Cc1cccc(-n2c(=O)c3c4c(sc3n3cnnc23)CCCC4)c1	u
80	CCOc1ccc(C(=O)Nc2ccc3nc(SCC(=O)N4CCCC4)sc3c2)cc1	-1.6%

# More structures follow.
no.	SMILES	Sm TGR block
81	CN(C)c1ccc(-c2noc(C3CC(=O)N(c4ccc5c(c4)OCCO5)C3)n2)cc1 (stereo unspecified)	-3.3%
82	CCc1ccc(NC(=O)c2ccc(F)c(S(=O)(=O)N3CCC4(CC3)OCCO4)c2)cc1	-2.1%
83	COc1ccc(C(=O)N(Cc2ccco2)Cc2ccco2)cc1	4.3%
84	CCOC(=O)c1c(S(=O)(=O)N2CCC(C(=O)Nc3ccc(C)cn3)CC2)c(C)n(C)c1C	3.8%
85	CC(C)c1ccc(C2NC(=O)c3c(sc4c3CCN(C)C4)N2)cc1 (stereo unspecified)	-10.2%
86	Cc1ccc(CN2C(=O)C3(c4ccccc42)N(c2cccc(F)c2)C(=O)CS3(=O)=O)cc1 (stereo unspecified)	16.3%
87	CCN(c1ccccc1)S(=O)(=O)c1nnc(NC(=O)COc2ccc(OC)cc2)s1	-9.6%
88	O=C(COC(=O)c1cccc(NC(=O)c2ccc(Br)cc2)c1)c1ccc(Cl)cc1	-1.8%

# The list continues:
no.	SMILES	Sm TGR block
89	O=C(CCc1nnc2n(Cc3ccccc3Cl)c(=O)c3ccccc3n12)Nc1ccccc1	0.2%
90	Cc1cc(Br)ccc1NC(=O)C1CCCN(S(=O)(=O)c2cccc3nonc23)C1 (stereo unspecified)	-1.8%
91	Cc1c(C(=O)N2CCC(C)CC2)c(S(=O)(=O)Nc2cccc(C(F)(F)F)c2)c(C)n1C	5.8%
92	CCOc1ccc(OCC)c(NC(=O)CCc2nc3cccnc3n2-c2ccccc2)c1	-2.1%
93	CC(C)Oc1ccccc1-c1nc(SCC(=O)c2ccc(F)cc2)n[nH]1	-0.5%
94	COC(=O)c1ccc(CSc2c(C(C)C)cnc3c2c(=O)n(C)c(=O)n3C)cc1	-0.1%
95	Fc1ccc(-c2cc3ncc4c(n3n2)-c2cc(Cl)ccc2OC4)cc1	3.8%
96	CCOC(=O)c1cc(-c2ccccc2)n(CCC(=O)NCCc2ccc(C)cc2)c1C	2.9%

# More compounds:
no.	SMILES	Sm TGR block
97	Cc1noc(Cn2c(=O)c3ccccc3n(CC(=O)Nc3cccc(Cl)c3C)c2=O)n1	-5.1%
98	COc1cccc(N2CCN(C(=O)c3ccc4c(Cl)c5c(nc4c3)CCCC5)CC2)c1	-0.7%
99	COc1ccc(CCNC(=O)CCCn2c(=O)c3ccccc3n(Cc3cccc(Cl)c3)c2=O)cc1OC	4.2%
100	CCN(CC)S(=O)(=O)c1ccc2c(c1)c(=O)c(C(=O)N1CCN(c3cccc(Cl)c3)CC1)cn2C	-3.4%
101	CCOc1ccccc1NC(=O)CN1C(=O)CC(c2ccco2)Sc2ccccc21 (stereo unspecified)	-17.7%
102	O=C(COc1ccc(Br)cc1)Nc1ccc(C(=O)OC2CCCCC2)cc1	6.1%
103	COc1ccc(CNC(=O)C2CCN(S(=O)(=O)c3c(C)noc3/C=C/c3cccs3)CC2)cc1	7.6%
104	Cc1ccc2cc3cc(C(=O)N4CCN(c5ccccc5)CC4)oc3nc2c1	4.7%

# The list continues.
no.	SMILES	Sm TGR block
105	COc1ccc(S(=O)(=O)n2nc(-c3ccco3)nc2NCc2ccc(N(C)C)cc2)cc1	-7.7%
106	COc1ccccc1CNC(=O)Cn1c(=O)oc2cc(S(=O)(=O)N3CCC(C)CC3)ccc21	1.9%
107	CCCCNC(=O)CSc1nc2nc(C)c(Cc3c(F)cccc3Cl)c(C)n2n1	-4.8%
108	COC(=O)c1cc2sc(Cl)cc2n1Cc1c(C)cc(C)cc1C	7.5%
109	Cc1ccc(NC(=O)c2sc3nc(-c4ccncc4)ccc3c2N)cc1	-0.7%
110	Cc1nnc(NC(=O)c2cccn(Cc3ccccc3)c2=O)s1	6.7%
111	CCc1ccc(-c2nc(CN3CCC(C(=O)NCCc4ccc(C)cc4)CC3)c(C)o2)cc1	6.8%
112	CCc1ccc(NCc2cc3cc4c(cc3n(CC(=O)Nc3ccc(OC)cc3)c2=O)OCO4)cc1	3.7%
